Source: PubChem
14-3-3 Bad PPI = disrupts binding of bovine 14-3-3 zeta to phospho-Bad peptide | AID 781 | TR-FRET 14-3-3zeta/Dy647-pBad peptide displacement, 1 h | actives 0.71% (n = 220,000) | inhibition, % at 21.7 µM;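 active = inhibition above about 70%, limit read from the data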;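 also: 0% = full 14-3-3 plus peptide FRET controls and 100% = background without 14-3-3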
NCF1 inh = inhibitors of human p47phox binding | actives 0.53% (n = 220,000) | AID 1274 | p47phox/p22phox peptide binding, fluorescence polarization, 2 h | inhibition, % at 24.7 µM | P14598;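 also: 0% = p47phox with labelled peptide and 100% = labelled peptide alone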
Target sequence (P14598 whole entry, looked up): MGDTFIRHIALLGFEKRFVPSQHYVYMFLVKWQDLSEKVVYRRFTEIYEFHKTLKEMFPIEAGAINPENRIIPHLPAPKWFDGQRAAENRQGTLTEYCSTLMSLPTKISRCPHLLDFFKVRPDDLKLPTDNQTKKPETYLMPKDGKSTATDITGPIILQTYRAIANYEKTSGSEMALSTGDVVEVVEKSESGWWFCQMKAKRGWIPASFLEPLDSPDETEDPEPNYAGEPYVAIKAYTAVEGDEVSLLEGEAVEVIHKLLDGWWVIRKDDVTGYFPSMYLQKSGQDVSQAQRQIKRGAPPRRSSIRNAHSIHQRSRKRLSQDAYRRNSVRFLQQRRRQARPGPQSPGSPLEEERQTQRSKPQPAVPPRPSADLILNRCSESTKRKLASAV
hK5 inh = inhibitors of human kallikrein 5. Q9Y337. inhibition, % at 5 µM. recombinant hK5, fluorogenic AMC substrate cleavage. actives 0.59% (n = 210,000);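 active = inhibition of 40% or more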;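 also: 0% = enzyme controls without compound and 100% = no-enzyme blanks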
Target sequence (Q9Y337 67-293 limits assumed): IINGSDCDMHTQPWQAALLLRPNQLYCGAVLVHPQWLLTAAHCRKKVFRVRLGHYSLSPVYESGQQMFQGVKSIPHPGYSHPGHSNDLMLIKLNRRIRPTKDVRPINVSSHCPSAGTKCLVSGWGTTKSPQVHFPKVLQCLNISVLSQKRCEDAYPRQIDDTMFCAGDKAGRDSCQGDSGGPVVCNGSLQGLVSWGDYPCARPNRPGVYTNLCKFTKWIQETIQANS
Thrombin inh = thrombin (human) inhibition; P00734; actives 0.26% (n = 220,000); inhibition, % at 5 µM; alpha-thrombin, Boc-VPR-AMC fluorogenic substrate cleavage;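 active = inhibition at or above 40%; inactive = inhibition below 40%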;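 also: 0% = enzyme with no compound and 100% = wells without enzyme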
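System: human alpha-thrombin protein; Compound dosing: one concentration per compound, 5 µM, with 0.2% DMSO; Timing: reaction at room temperature; Technique: AMC fluorescence, 355/460 nm; Controls: enzyme without compound as high, wells lacking enzyme as low.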
KCC2 mod = modulators of human KCC2 chloride dependent transport; Q9H2X9; KCC2 cells, thallium flux FluoZin-2 fluorescence; B-score of Tl+ flux slope (higher = more flux/activation; lower = inhibition) at 10 µM; actives 2.2% (n = 190,000); AID 1456;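 active = thallium flux slope and its plate-corrected score both differing from the plate sample mean at a set confidence after two filtering rounds, in either direction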;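 also: slope of fluorescence scaled to starting intensity during 10 to 20 s after thallium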
Furin inhibitor = inhibitors of human furin | actives 0.061% (n = 220,000) | purified furin, fluorogenic substrate cleavage | P09958 | inhibition, % at 30 µM; in the data active = inhibition above about 25%; also: inactives centre near -15
eIF4E-4G inh = eIF4E/eIF4G interaction inhibition in translation initiation; P63073+Q04637; TR-FRET eIF4E-eIF4GI(517-606) binding, 2 h; AID 782; actives 0.37% (n = 220,000); inhibition, % at 21.7 µM;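 also: 0% = full FRET control wells and 100% = background wells lacking eIF4GI fragment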
Rad51 HR inh = Rad51 (human) homologous recombination inhibition; inhibition, % at 10 µM; AID 1385; actives 0.085% (n = 200,000); hRad51 DNA strand exchange, fluorescence dequenching; Q06609;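 active = inhibition above 40% at the single screening dose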;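 also: 0% = DMSO control wells and 100% = blanks with heterologous ssDNA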
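Test system – preformed human Rad51 ssDNA filaments · Reagent – Donor/quencher-labelled 47-bp dsDNA substrate · Incubation – 37 °C 15-min filament assembly, 30-min compound preincubation, 15-min exchange · Signal – FRET fluorescence dequenching, excitation 485 nm, emission 520 nm · Read-out – percent inhibition from fluorescence, normalised to plate control and blank means · Benchmarks – plate control and blank wells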
EBV gp42 inh = inhibitors of Epstein-Barr virus glycoprotein 42; Q1HVG2; Fluorescence polarization binding assay, mP read-out; inhibition, % (tested at 21.74 µM); actives 0.42% (n = 220,000); AID 1085; in the data active = inhibition above about 50%
Target sequence (Q1HVG2 whole entry, looked up): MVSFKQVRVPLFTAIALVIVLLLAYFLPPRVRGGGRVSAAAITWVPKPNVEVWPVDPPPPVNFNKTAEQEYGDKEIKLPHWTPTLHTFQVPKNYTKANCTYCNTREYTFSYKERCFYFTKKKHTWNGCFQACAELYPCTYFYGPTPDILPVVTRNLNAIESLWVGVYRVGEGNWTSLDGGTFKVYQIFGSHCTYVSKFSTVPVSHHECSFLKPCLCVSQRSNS
Active calls of the source: *; x = no result given; [ ] = another dose, or the depositor's remark.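 The calls were made as follows, unless noted: active = inhibition above about 30% (limit read from the data); inactive = the rest.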

SMILES	14-3-3 Bad PPI	NCF1 inh	hK5 inh	Thrombin inh	KCC2 mod	Furin inhibitor	eIF4E-4G inh	Rad51 HR inh	EBV gp42 inh
Cc1ccc(C)c(S(=O)(=O)N2CCN(C(C)C(=O)Nc3ccccc3-c3ccccc3)CC2)c1 (stereo unspecified)	3	-10	-17	-6	-0.75	-4	-9	1	2
CCOc1cc(/C=C2\CCC/C(=C\c3cc(Cl)c(O)c(OCC)c3)C2=O)cc(Cl)c1O	-9	-17	-9	-2	0.14	-11[20 µM]	4	x	-5
O=C(NC1CC2CCC(C1)N2C(=O)NCc1ccccc1)C1CC1 (stereo unspecified)	-1	-1	-6	2	-0.11	-8	-2	5	-8
CNC(=O)c1cc2cc(OC)ccc2n1CCN(C)C	-6	-6	-6	4	-0.29	-28	-9	-4	-10
CCCCC(=O)Nc1ccc(C(=O)OC2CCCCC2)cc1	-2	-16	-5	-1	-0.22	-7[20 µM]	-1	-4	-5
CCOc1cccc(C(=O)Nc2cccc(C(C)=O)c2)c1	6[fluorescence artefact?]	0	-3	0	0.056	-5	-3	x	1
COc1cc(OC)c(/C=N/NC(=O)c2ccc(Cn3nc([N+](=O)[O-])cc3C)cc2)c(OC)c1	-2	-3	-4	-9	-1.2	-11	-5	8	-1
Cc1nc(-c2cc(-c3nc(-c4ccc(C(C)(C)C)cc4)no3)no2)cs1	2	-27	26	-7	0.01	-7	-1	-11	-7
C=CCn1c(-c2ccccc2)nc(=S)c2c1CC(C)(C)OC2	2	-11	6	-16	0.55	-12[20 µM]	2[fluorescence artefact?]	-4	-12
CCC(=O)Nc1nnc(SCc2cccc(F)c2)s1	-4	-3	-8	2	-0.21	-14	1	0	-8
O=[N+]([O-])c1cnccc1Nc1ccccc1	-5[fluorescence artefact?]	-10	-4	2	-0.24	-4[20 µM]	-6	-2	-2
Cc1[nH]n(-c2ccccc2)c(=O)c1C=NC1CCCCC1	-13	0	2	7	0.35	-29	-4	11	-12
CC1(C)CC(=O)C=C(NCCN2CCN(C(=O)Nc3ccc(Cl)c(Cl)c3)CC2)C1	-6	-12	-3	5	x	1	2	2	-8
COc1cccc(/C(O)=C2/C(=O)C(=O)N(c3ccccn3)C2c2ccc(OC)c(OC)c2)c1 (stereo unspecified)	43	3	-6	-1	x	-12[20 µM]	0	2	-15
CCc1ccc(N2CN(CCc3ccccc3)CNC2=S)cc1	-5	5	-8	-10	-0.61	-23	0	12	-6
CC(C)N(Cc1nccn1C)C(=O)CC1C(=O)NCCN1Cc1ccccc1C(F)(F)F (stereo unspecified)	3	6	x	-3	x	-20	-2	12	-7
COc1ccc(-n2nc(C(=O)NCC(=O)Nc3cccc(C)n3)c3ccccc3c2=O)cc1	-11[fluorescence artefact?]	-9	-20	1	x	-26[20 µM]	-17	-9	-17
COc1ccccc1NC(=O)COC(=O)c1ccc(S(=O)(=O)NCc2ccco2)cc1	-3	-7	15	-2	0.06	-8	2	-1	9
COc1cc(-c2n[nH]c(=S)n2/N=C/c2cccn2C)cc(OC)c1OC	2	-14	2	-4	-0.23	-26	-4	3	-18
CCOc1ccc(OCC)c(NC(=O)CN2CCN(c3ccc(C)cc3C)CC2)c1	30	-9	11	-6	0.47	-5	-3	x	-18
Cc1cccc(NS(=O)(=O)c2ccc3[nH]c(=O)cc(C(=O)O)c3c2)c1	11	2	5	-6	0.34	-4	1	x	3
O=C(c1ccc(Cl)cc1)[C@@H]1[C@@H]2C(=O)N(c3ccccc3)C(=O)[C@@H]2C2c3ccccc3C=NN21 (stereo partly specified)	1	-2	3	-4	1	-10	2	0	-26
Cc1cc(C)nc(SC2CCCCC2NS(=O)(=O)c2ccccc2)n1 (stereo unspecified)	-22	-19	-28	0	0.002	-22	1	-5	-19
COC(=O)C1C(c2ccc(OC)c(OC)c2)NC(c2ccc(OC)c(OC)c2)C(C(=O)OC)S1(=O)=O (stereo unspecified)	-9	1	-6	0	x	-7[20 µM]	0	-3	-4
NS(=O)(=O)c1ccc(CCNC(=O)COC(=O)CCc2ccccc2)cc1	0	2	0	-4	1.1	-5	1	-18	1

The list continues.
SMILES	14-3-3 Bad PPI	NCF1 inh	hK5 inh	Thrombin inh	KCC2 mod	Furin inhibitor	eIF4E-4G inh	Rad51 HR inh	EBV gp42 inh
Cn1cc(CCC(=O)N2CCCC(CCC(=O)NCc3ccccc3F)C2)cn1 (stereo unspecified)	-2	1	6	-3	0.15	-20	0	11	-1
COc1ccccc1NC(=O)CSc1nnc2ccc(-c3cccnc3)nn12	-15	2	-1	-3	-1	-12	-2	-10	2
COc1cccc(-n2c(C)cc(/C=C3/C(=N)N4C(=NC3=O)SN=C4S(C)(=O)=O)c2C)c1	-19	-49	-3	6	-2.8	-27	8	-9	2
CCNc1oc(-c2cccc3ccccc23)nc1C#N	-9	4	-459	-14	0.71	-21[20 µM]	-1	3	-10
COc1ccc(OCCSc2nc(-c3ccccc3)cc(=O)[nH]2)cc1	5	1	4	-6	-0.21	-23	-4	1	-16
N#Cc1nnn(Cc2ccccc2)c1N	-17	1	-1	12	0.0011	-25	3	17	-30
O=c1c(Cl)c(NCc2ccccc2)cnn1C12CC3CC(CC(C3)C1)C2	-36[fluorescence artefact?]	-3	-17	-1	-1.1	-4	2	2	-27
Cc1cc(C)cc(OCC(=O)N2Cc3ccccc3CC2C(=O)O)c1 (stereo unspecified)	-16	-12	1	-8	0.13	-14	1	8	-18
COc1ccc(NC(=O)CSc2nc3c(c(=O)n2-c2ccccc2)SCC3)c(OC)c1	-3	-1	-25	2	0.83	-12	-3	x	7
CC(/C=C/c1ccccc1F)=N\NC(=O)C(C)C	-3[fluorescence artefact?]	-12	-6	1	-0.17	-25	4	x	-13
O=C(O)c1ccc(COc2ccc3c4c(c(=O)oc3c2)CCC4)o1	25	-9	21	-5	0.53	-15	-8	-4	4
Cc1ccccc1Cn1nnc(-c2ccc(C(=O)O)cc2)n1	-13	-8	-2	-1	-0.38	-25	1	22	-2
Cc1ccc(-c2nsc(SCC(=O)NCc3ccc4c(c3)OCO4)n2)cc1	2	0	4	-7	0.16	-6	-3	-5	-27
Cc1cccc(C2CC(c3ccc(Cl)cc3)Nc3nc(N)nn32)c1 (stereo unspecified)	-2	-2	-27	-8	-0.22	-10	1	11	1
CCOCCCNC(=O)c1ccc2c(c1)ncn2C1CCCC1	1	-17	4	6	0.0032	1[20 µM]	-1	2	1
COc1ccc(S(=O)(=O)NCc2cn3c(C)csc3n2)cc1F	-4[fluorescence artefact?]	-16	-32	-2	-1.3	-13	1[fluorescence artefact?]	-3	-8
CSC1=NC(C(Cl)(Cl)Cl)N=C(c2ccccc2)N1 (stereo unspecified)	-4	4	3	-3	0.27	-26	0	-4	-5
CC(C)c1ccc(C(=O)N/N=C/c2cccc(Cl)c2Cl)cc1	5	-4	2	-4	0.4	-13[20 µM]	-7	-5	-3
Cc1cc(=O)[nH]c(N/N=C/c2c(C)nn(-c3ccccc3Cl)c2Cl)n1	-5	-2	0	-4	-1.6	-30	1	11	0
Cn1c(-c2cccs2)nc2ccccc21	12	-13	-18	0	-0.74	-31	6	5	-12
CSc1ccccc1C(=O)NC1CCCCC1	-2[fluorescence artefact?]	-4	-8	0	x	-14[20 µM]	0	-7	1
CC(=O)c1c(C)[nH]c(C(=O)OCC(=O)C(C)(C)C)c1C	-4	-6	1	-5	0.071	-16[20 µM]	-2	2	-8
Cc1ccccc1-n1c(SCC(N)=O)nc2sc(-c3ccccc3)cc2c1=O	14	-5	10	-4	-1.4	-3[20 µM]	-3[fluorescence artefact?]	-6	3
Cc1ccc(NCCC(=O)c2ccc(Cl)c(Cl)c2)cc1	-8	-14	4	1	0.62	-18[20 µM]	3	x	-15
CC(C)(C)C1CCC2(CC1)Nc1cccc3cccc(c13)N2	-15	-15	1	-6	0.009	-28[20 µM]	-1	-1	8

The list goes on:
SMILES	14-3-3 Bad PPI	NCF1 inh	hK5 inh	Thrombin inh	KCC2 mod	Furin inhibitor	eIF4E-4G inh	Rad51 HR inh	EBV gp42 inh
CCOc1cc(/C=N/NC(=O)CN2CCCCC2)ccc1OCc1ccc(Cl)cc1	-2	-26	-18	-2	-0.0034	-2	0	-5	8
COc1cccc(C2CC(=O)NC(SC)=C2C#N)c1 (stereo unspecified)	0	-13	3	1	x	-6	-4	-10	2
CCOc1cc(CNc2ccc(CNc3ncn[nH]3)cc2)ccc1OCc1ccccc1	-1	-10	-4	-7	0.034	-17	3	-9	0
Cc1cc(C)n2cc(CSc3nnnn3C)nc2n1	-9	-4	-34	-6	-0.033	-3[20 µM]	5	-2	-14
O=C(CSc1ccc(C(F)(F)F)cc1[N+](=O)[O-])NCCOc1ccccc1	7	-6	-11	4	-0.24	-13	2[fluorescence artefact?]	2	10
Cc1[nH]c2ccccc2c1C1(O)C(=O)N(C(C)C)c2ccccc21 (stereo unspecified)	-15[fluorescence artefact?]	-6	-24	-7	-0.48	-9[20 µM]	1	3	-12
CC(NS(=O)(=O)c1ccc(Cl)cc1)C(=O)NCc1ccco1 (stereo unspecified)	-9	-13	-1	17	-0.072	-11[20 µM]	3	-2	-5
CCN1CCN(C(=O)c2ccc(CSc3ccc(C)cc3)cc2)CC1	1	-14	-15	-5	x	-18[20 µM]	4	-6	-29
COc1ccc2c(c1OC)C(=O)OC2C/C(=N\NC(N)=O)c1ccccc1 (stereo unspecified)	-3	-1	4	-4	0.53	-17	-3	-2	-18
CCn1c(O)c(/C=N/N=C2CCCC2)c2ccc(C3=NNC(=O)CC3)cc21	-9[fluorescence artefact?]	-14	-2	-2	x	-5[20 µM]	-6[fluorescence artefact?]	-6	-17
COc1cc(OC)cc(C(=O)Nc2cccc(C(C)=O)c2)c1	-2	-13	3	-7	-1.1	-16[20 µM]	-3	0	-19
O=C(NCc1cccs1)C1CCN(S(=O)(=O)c2cccc3cccnc23)CC1	2[fluorescence artefact?]	6	-4	-5	-0.35	-24	-4[fluorescence artefact?]	5	-2
O=C(Cn1cnc2c(nnn2Cc2ccc(Cl)cc2)c1=O)NC1CCCC1	9	-12	4	-1	0.63	-24	-2	4	-3
Cc1ccc(NS(=O)(=O)c2ccc(OCC(N)=O)cc2)cc1	-9	-4	-8	3	-0.14	-21	0	30	-7
CCOC(=O)c1[nH]c(C)c(C(=O)NCc2ccco2)c1C	-11	-6	1	-5	-0.56	-32	1	1	-4
CCOC(=O)C1=C(C)N(CCCCCC(=O)O)C(=O)NC1c1ccccc1OC(=O)c1cccs1 (stereo unspecified)	-8[fluorescence artefact?]	-7	-9	1	-0.79	-19	2[fluorescence artefact?]	4	5

5 entries out of the list, sorted by SMILES length, rising:
SMILES	14-3-3 Bad PPI	NCF1 inh	hK5 inh	Thrombin inh	KCC2 mod	Furin inhibitor	eIF4E-4G inh	Rad51 HR inh	EBV gp42 inh
Cc1cc(C)n2cc(CSc3nnnn3C)nc2n1	-9	-4	-34	-6	-0.033	-3[20 µM]	5	-2	-14
O=C(Cn1cnc2c(nnn2Cc2ccc(Cl)cc2)c1=O)NC1CCCC1	9	-12	4	-1	0.63	-24	-2	4	-3
COc1ccc2c(c1OC)C(=O)OC2C/C(=N\NC(N)=O)c1ccccc1 (stereo unspecified)	-3	-1	4	-4	0.53	-17	-3	-2	-18
O=C(NCc1cccs1)C1CCN(S(=O)(=O)c2cccc3cccnc23)CC1	2[fluorescence artefact?]	6	-4	-5	-0.35	-24	-4[fluorescence artefact?]	5	-2
CCn1c(O)c(/C=N/N=C2CCCC2)c2ccc(C3=NNC(=O)CC3)cc21	-9[fluorescence artefact?]	-14	-2	-2	x	-5[20 µM]	-6[fluorescence artefact?]	-6	-17

Hits appear at their usual frequency. About 4.7% of those tested had a hit in this group.
